M4 PAM: CHRM4 positive allosteric modulation; P08173; CHO-K1 hM4/Gqi5, Fluo-8 calcium fluorescence, ACh EC20; 0% = ACh EC20, 100% = maximal ACh; activation, % at 3 µM; 0.4% of 360,000 active; AID 624126;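 active = activation above its plate's cutoff, the mean activation of sample wells plus 3 SD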; also: some results filed as inactive read as strong as hits
Target sequence (P08173 whole entry, looked up): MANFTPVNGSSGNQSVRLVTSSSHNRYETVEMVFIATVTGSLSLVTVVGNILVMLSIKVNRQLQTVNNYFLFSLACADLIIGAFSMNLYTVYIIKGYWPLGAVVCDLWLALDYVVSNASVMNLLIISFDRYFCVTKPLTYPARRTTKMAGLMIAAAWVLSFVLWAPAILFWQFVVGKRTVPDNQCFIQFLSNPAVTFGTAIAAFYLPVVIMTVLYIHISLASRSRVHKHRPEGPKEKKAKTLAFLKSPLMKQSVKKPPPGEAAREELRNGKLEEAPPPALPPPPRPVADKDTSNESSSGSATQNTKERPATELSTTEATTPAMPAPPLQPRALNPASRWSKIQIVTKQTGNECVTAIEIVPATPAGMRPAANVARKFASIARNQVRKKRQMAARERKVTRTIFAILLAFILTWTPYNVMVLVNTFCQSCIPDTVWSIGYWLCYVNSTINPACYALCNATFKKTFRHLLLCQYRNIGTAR
CRFBP-R2 agonist: agonists of human CRF-binding protein/CRF-R2 receptor complex; activation, % at 13.2 µM; 0.46% of 350,000 active; HEK293 CRF-R2/CRF-BP, calcium dye fluorescence (FLIPR); percent of saturating CRF peptide response; AID 588473;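 active = activation of at least 50%, plus an integration ratio under a set limit after plate pattern correction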;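 also: plate controls were neutral control wells without compound for no effect and CRF at EC100 for full effect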
CHRM5 agonist: CHRM5 agonism in calcium assay; P08912; CHO-K1 hM5 cells, Fluo-8 calcium fluorescence; 0% DMSO wells, 100% maximal acetylcholine response; activation, % at 3 µM; 0.19% of 360,000 active;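 active = activation above the run's mean over test compounds plus 3 SD, cut at about 23% in these data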;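 also: signal is peak over basal fluorescence ratio across the kinetic read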
Target sequence (P08912 whole entry, looked up): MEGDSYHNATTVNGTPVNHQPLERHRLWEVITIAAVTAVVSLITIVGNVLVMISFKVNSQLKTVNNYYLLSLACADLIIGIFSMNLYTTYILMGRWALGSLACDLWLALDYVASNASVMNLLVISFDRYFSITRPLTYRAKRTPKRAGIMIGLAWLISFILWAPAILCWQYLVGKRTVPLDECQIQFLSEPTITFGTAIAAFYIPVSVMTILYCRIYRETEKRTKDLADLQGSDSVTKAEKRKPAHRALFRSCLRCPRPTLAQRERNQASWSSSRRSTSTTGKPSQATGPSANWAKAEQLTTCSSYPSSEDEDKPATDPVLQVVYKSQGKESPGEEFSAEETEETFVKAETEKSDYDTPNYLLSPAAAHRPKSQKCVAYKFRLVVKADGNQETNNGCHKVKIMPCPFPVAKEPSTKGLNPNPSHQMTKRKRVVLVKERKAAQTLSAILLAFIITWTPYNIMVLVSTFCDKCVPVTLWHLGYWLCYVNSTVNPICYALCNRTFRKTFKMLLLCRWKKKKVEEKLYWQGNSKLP
M4 antag: blocks acetylcholine activation of human M4 receptor. P08173. CHO-hM4 cells, ACh EC80, Fluo-8 calcium fluorescence. inhibition, % at 3 µM. 0.73% of 360,000 active;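 active = inhibition above its plate's cutoff, the mean inhibition of sample wells plus 3 SD, cut at about 27% in these data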;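 also: 0% = acetylcholine EC80 with DMSO and 100% = DMSO without agonist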
M5 antag: blocks acetylcholine activation of human M5 receptor; CHO-hM5 cells, Fluo-8 calcium fluorescence, ACh EC80; inhibition, % at 3 µM; P08912; 0.59% of 360,000 active;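 active = inhibition above a per-plate cutoff, the mean of that plate's test compounds plus 3 SD, cut at about 27% in these data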;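 also: 0% = acetylcholine EC80 with DMSO and 100% = DMSO without agonist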
CHRM5 PAM: positive allosteric modulators of human muscarinic M5 receptor; activation, % at 3 µM; 0.3% of 360,000 active; CHO-K1 hM5, Fluo-8 calcium, ACh EC20 PAM; 0% = ACh EC20, 100% = ACh EC100;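 active = activation above the run cutoff, the mean activation of all test compounds plus 3 SD, cut at about 18% in these data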
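Assay system: CHO-K1 hM5 cells. Also added: acetylcholine at EC20 concentration, added after compound. Dosing: 3 µM, single dose. Times: compound preincubation 140 s before EC20 acetylcholine addition. Signal: Fluo-8 calcium fluorescence. Measure: % activation relative to EC20 and EC100 ACh responses. Repeats: singlicate, one well per test compound.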
CHRM1 PAM: human CHRM1 positive allosteric modulation. CHO-K1 hM1, Fluo-8 calcium fluorescence, ACh EC20; 0% = ACh EC20, 100% = maximal ACh. 0.088% of 360,000 active. activation, % at 3 µM; in the data active = activation above about 19%, passing the limit was not always enough
M1 antag: blocks human M1 muscarinic receptor; P11229; CHO-K1 hM1, Fluo-8 calcium fluorescence, ACh EC80 antagonist; inhibition, % at 3 µM; 1.3% of 360,000 active;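 active = percent inhibition above its own plate's cutoff, namely the mean of that plate's compound wells plus 3 SD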;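 also: peak over basal fluorescence ratio during 140 s after agonist addition; 0% = ACh EC80 plus DMSO and 100% = DMSO alone without agonist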
M4 ag: agonists of human muscarinic M4 receptor (CHRM4). P08173. CHO-K1 hM4/Gqi5, Fluo-8 calcium fluorescence; vehicle 0%, full acetylcholine response 100%. activation, % at 3 µM. 0.14% of 360,000 active. AID 624127;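 active = activation above the run mean over all test wells plus 3 SD, cut at about 32% in these data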;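 also: peak over basal fluorescence ratio per well then scaled between controls; 0% = DMSO wells and 100% = acetylcholine at EC100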
An asterisk follows results filed as active; . = not tested or not shown. Not a hit list. About 2.8% of those tested had a hit in this group.

Below each compound: M4 PAM	CRFBP-R2 agonist	CHRM5 agonist	M4 antag	M5 antag	CHRM5 PAM	CHRM1 PAM	M1 antag	M4 ag
Cc1ccc(NC(=O)C2CCCN2C(=O)NC2CCCCC2)cc1C (stereo unspecified)
    3	-0.8	-1	-4	8	3	7	-3	1
COc1ccc(C(=O)N2CCN(S(=O)(=O)c3ccc4c(c3)OCCO4)CC2)cc1
    3	-0.9	0	4	7	-5	8	-15	1
Cc1cc(C(=O)CSc2nc(N)cc(N)n2)c(C)n1-c1cccc(C(F)(F)F)c1
    11	1.3	1	-8	0	-2	1	-1	1
O=C(CSCc1ccc(Cl)cc1)NN=C1CCCC1
    -4	-1.9	-3	-2	3	-5	2	-5	1
COC(=O)CCC(=O)Nc1sc(C)c(C)c1C(N)=O
    1	-1.8	1	-3	-4	-1	0	9	1
CCC1CCC(C(=O)NC(C(=O)NCCc2ccc(S(N)(=O)=O)cc2)C(C)C)CC1 (stereo unspecified)
    1	0.6	-3	-7	7	-1	12	-16	1
CC1(C)Cc2c(sc(NC(=O)COc3ccc(Cl)cc3)c2C#N)C(C)(C)N1
    12	-0.7	-2	-7	7	3	9	-12	3
Cc1cc(C)n(C(=O)CNC(=O)c2ccc(C(C)(C)C)cc2)n1
    -2	-1.1	-7	-5	24	-9	1	-5	2
O=C1NC(=O)/C(=C\c2ccccc2OCc2ccc([N+](=O)[O-])cc2)N1
    -9	-0.1	-4	2	-1	-7	8	-15	3
Cc1ccsc1/C=N/NC(=O)Cn1cnc2ccccc21
    4	-1.1	1	11	0	-2	-3	4	3
O=C(NCc1ccc2c(c1)OCO2)NC12CC3CC(CC(C3)C1)C2
    -13	-0.7	-4	11	10	-2	-2	7	0
O=C(NCc1cccnc1)c1nn2cccnc2c1Cl
    -3	-0.8	-1	3	7	1	9	-9	0
O=C(CSc1nnc(-c2ccncc2)o1)Nc1cccc(Cl)c1
    3	2.2	4	-1	14	-14	8	-18	3
Cc1onc(-c2ccc(Cl)cc2)c1-c1ccnc(SCC(=O)Nc2cc(Cl)cc(Cl)c2)n1
    4	-0.2	-1	5	-6	4	-7	8	0
CCOC(=O)c1ccc(Nc2ncnc3ccc(C)cc23)cc1
    1	-1.5	-4	-6	-4	-2	-2	-31	1
COCCCn1c(-c2ccsc2)nc2c1c(=O)[nH]c(=O)n2Cc1ccccc1
    6	-0.4	0	-6	-4	0	0	-1	2
Cc1c(-c2ccccc2)nc2ccccc2c1C(=O)Nc1ccncc1
    -1	0.5	-3	-2	18	-8	4	-3	4
Cc1cc(C)n(-c2cccc(Cl)c2)c(=O)c1C#N
    -3	-0.8	-9	1	0	10	3	4	0
COc1ccc(CCNC(=O)C(=O)NCC2OCCN2C(=O)c2ccc(Cl)cc2)cc1OC (stereo unspecified)
    -2	-1.3	-3	-1	15	-10	5	-6	7
Cc1n[nH]c2ccc([N+](=O)[O-])cc2c1=O
    3	6.7	1	-12	9	-1	-1	7	1
COCCN(C(=O)c1ccc(OC2CCN(S(=O)(=O)N(C)C)CC2)cc1)C(C)C
    0	2.8	2	7	1	-1	6	-15	3
CCOC(=O)C[C@H]1c2ccc(C(F)(F)F)cc2S(=O)(=O)N1Cc1ccccc1
    11	-1.6	-3	-5	3	3	-1	4	1
CC1CCN(c2ccc3c(c2)S(=O)(=O)c2cc(C(=O)O)ccc2C3=O)CC1
    -4	3.4	3	2	4	-6	-3	3	1
OCCNc1nc2ccccc2n1CC(O)c1ccccc1 (stereo unspecified)
    -4	-0.3	-2	10	16	-8	3	-2	0
O=C(CN1C(=O)c2ccccc2S1(=O)=O)Nc1ccc(S(=O)(=O)N2CCCCCC2)cc1
    2	-0.1	3	-1	-10	-2	9	0	2
Cn1nc(C(C)(C)C)cc1C(=O)N1CCCCC1c1cc(C(=O)N2CCOCC2)no1 (stereo unspecified)
    6	.	0	0	4	0	16	-29	1
Cc1cc(C)c(S(=O)(=O)NCc2ccc3c(c2)OCO3)c(C)c1
    -3	0.1	-4	1	7	-5	4	1	0
CC1CN(C(=O)CN2C(=O)c3ccccc3C2=O)CC(C)O1 (stereo unspecified)
    2	2.0	0	-3	5	0	3	-31	0
CCOC(=O)[C@H]1[C@H]2COc3ccc(C)cc3[C@@H]2N2C(=O)c3cc(F)c(F)cc3NC(=O)[C@@]12C
    4	0.2	-5	-7	6	-11	-7	18	2
CC(=O)c1cc2c(cc1N/C(=N/S(=O)(=O)c1ccc(Br)cc1)c1ccccc1)OCO2
    -5	5.1	-4	-10	-1	0	-6	-5	1

Quoted at random: 2 records from the list
Below each compound: M4 PAM	CRFBP-R2 agonist	CHRM5 agonist	M4 antag	M5 antag	CHRM5 PAM	CHRM1 PAM	M1 antag	M4 ag
Cn1nc(C(C)(C)C)cc1C(=O)N1CCCCC1c1cc(C(=O)N2CCOCC2)no1 (stereo unspecified)
    6	.	0	0	4	0	16	-29	1
CCC1CCC(C(=O)NC(C(=O)NCCc2ccc(S(N)(=O)=O)cc2)C(C)C)CC1 (stereo unspecified)
    1	0.6	-3	-7	7	-1	12	-16	1

(further entries)
Below each compound: M4 PAM	CRFBP-R2 agonist	CHRM5 agonist	M4 antag	M5 antag	CHRM5 PAM	CHRM1 PAM	M1 antag	M4 ag
CCNC(=O)/C(C#N)=C/c1c(N2CCN(c3ccc(OC)cc3)CC2)nc2c(C)cccn2c1=O
    -8	0.5	3	3	6	-9	-2	-1	10
Cc1cc(C(=O)N(C2CCCCC2)C2CCCCC2)no1
    5	-1.5	-8	4	-16	11	4	7	-3
COc1cc(CNC(=O)c2ccc3oc(C(C)C)nc3c2)cc(OC)c1
    4	-5.7	0	-14	-7	3	8	-6	3
CN(C=[N+](C)C)c1cccc2c1C(=O)c1ccccc1C2=O
    -1	31	-3	9	6	0	-3	8	0
COc1ccc(Cl)cc1NC(=O)CSc1nnc(COc2ccccc2)n1N
    -1	0.7	-5	1	2	4	3	-19	3
CCOc1ccc(-c2nc[nH]c2[N+](=O)[O-])cc1
    -10	-0.4	-1	2	11	-3	-1	8	-1
CCCn1c(CNc2ccccc2O)nc2ccccc21
    2	5.8	2	2	-5	0	0	0	1
COc1ccc(-c2ccc(-c3nnc(Cc4ccc(OC)c(OC)c4)o3)cc2)cc1
    5	0.2	-1	-5	-5	4	6	0	-1
CC(C)(O)C#Cc1ccc(N2C(c3ccsc3)=Cc3ccc(F)cc3C2c2c[nH]c3ccccc23)cc1 (stereo unspecified)
    1	.	-4	2	17	-10	.	.	1
Clc1ccc(CN2CCSCC2)c(Cl)c1
    0	-1.2	7	-7	-11	3	13	-17	-1
CCN(CC(=O)Nc1c(F)cccc1F)C(=O)c1ccc(NC(=O)CC2SC(N3CCCC3)=NC2=O)cc1 (stereo unspecified)
    2	1.7	3	-5	-4	-6	5	-17	0
O=C(CN1CCOCC1)NCC12CC3CC(CC(C3)C1)C2
    11	0.5	2	1	-6	2	2	-18	1
COc1cccc([C@@H]2CC=C(C(=O)O)[C@H](c3ccccc3F)N2S(=O)(=O)c2ccc(C)cc2)c1
    19	1.8	-1	-12	-2	3	4	-5	1
C=CCOc1ccc(CN(C)CC(=O)Nc2ccccc2[N+](=O)[O-])cc1
    1	-2.8	-2	-14	3	-4	-3	4	-1
NC(=S)Nc1cccc(-c2n[nH]c(=S)o2)c1
    7	1.4	4	-2	-4	0	-3	0	1
CC1(C)CC2CC(C)(CN2S(=O)(=O)c2ccc(C(=O)Nc3cc(S(=O)(=O)N4CCOCC4)ccc3Cl)cc2)C1 (stereo unspecified)
    -11	-1.6	-1	-6	2	1	-10	-4	1
CN(C(=S)NC(=O)CCCOc1ccc(Cl)cc1Cl)c1ccccc1
    9	5.9	1	-12	-1	-7	-2	-2	1
C=CCn1c(O)c(C(CC)=Nc2ccccc2NC(=O)CC)c(=O)[nH]c1=O
    -5	-0.7	-1	9	16	-4	7	-7	0
COc1cc(Cn2c3ccc(NC(=O)CCc4ccc(O)cc4)cc3c(=O)n2C)ccc1F
    -2	.	-2	8	7	-3	-2	-6	1
Cc1cc(C)c(OCC(=O)OCC(=O)N2CCN(C(=O)c3ccco3)CC2)c(C)c1
    14	0.2	0	-8	5	-2	14	-13	1
CC(O)COc1ccc(/C(=N/O)c2ccccc2)cc1 (stereo unspecified)
    -1	-2.5	11	9	5	-3	4	7	3
CCOC(=O)CSC1=C(C#N)C(c2ccc(C)cc2)C(C(=O)OC)C(=O)N1 (stereo unspecified)
    1	1.1	-4	2	4	1	7	-32	1
COC(=O)c1ccc(NC(=O)COc2ccc(N(C)S(=O)(=O)c3ccc(C)cc3)cc2)cc1
    -6	5.3	0	7	13	-5	7	-11	2
CCOC(=O)C1CCN(c2nc3ccccc3nc2C(C#N)C(=O)OCCOC)CC1 (stereo unspecified)
    5	-0.1	-2	-7	0	5	1	-22	3
Cc1cccc2c1NC(=O)C21OCC(CO)([N+](=O)[O-])CO1 (stereo unspecified)
    0	-1.7	2	-9	0	1	13	-9	3
COC(=O)c1c(NC(=O)c2ccc(S(=O)(=O)N3CC(C)OC(C)C3)cc2)sc2c1CCN(C)C2 (stereo unspecified)
    0	0.6	0	-5	-5	-1	13	-9	5
O=C(NC(=S)Nc1cccc(NC(=O)c2ccccc2Cl)c1)c1cccs1
    6	5.7	0	-3	-1	-4	-3	0	4
COc1ccc(NC(=O)c2ccco2)cc1NC(=O)c1c(OC)cccc1OC
    6	-0.9	-2	-7	15	-8	8	-8	4
C/C(=N\NC(=O)COc1ccccc1-c1ccccc1)c1ccc(O)cc1O
    -20	0.2	-1	-3	-3	-6	-1	4	2
Cc1cccc(-n2cc(CN3CCN(c4ccccn4)CC3)c(-c3cccc(F)c3)n2)c1
    0	3.8	-6	-10	-4	-4	7	-13	-1
O=C(O)C(Cc1ccccc1[N+](=O)[O-])N1C(=O)c2ccccc2C1=O (stereo unspecified)
    2	-1.5	3	-4	9	6	14	-21	1
CCOC(=O)N1CCN(C(=O)CCc2c(C)nc3c(c(C)nn3-c3ccc(C)c(C)c3)c2C)CC1
    1	-0.7	1	5	-1	-1	-2	1	0
CCCOc1ccc(N2C(=O)CC(SCc3nc4ccccc4[nH]3)C2=O)cc1 (stereo unspecified)
    -2	0.7	-3	-5	-1	-1	12	-8	3
COc1cc2c(cc1NC(=O)C(C)N1CCN(S(=O)(=O)c3ccc(C)c(C)c3)CC1)oc1ccccc12 (stereo unspecified)
    5	4.6	5	5	3	-2	13	-9	1
CC(=O)OC12CC3CC(C1)C(=NO)C(C3)C2
    5	3.8	-3	3	-1	5	-2	7	0
O=C(c1ccc(S(=O)(=O)N2CCC(c3nc4ccccc4s3)CC2)cc1)N1CCOCC1
    9	-1.5	-5	-20	-11	13	6	-13	2
O=C(COC(=O)c1ccccc1Nc1cccc(C(F)(F)F)c1)NCc1ccco1
    -8	0.1	-7	-1	3	-6	-7	-8	0
C[C@@H](CN1CCC[C@H]1CN1C(N)=NC[C@@H]1Cc1ccccc1)N1C[C@@H](Cc2ccccc2)N(CCc2ccc(Cl)c(Cl)c2)C1=N
    -16	0.1	-12	18	39*	-39	-29	68*	1
Cc1ccc(NC(=S)N(CCN(C)C)C(C)c2ccco2)c(C)c1 (stereo unspecified)
    20	-1.1	-6	4	-12	8	4	-9	0
COc1ccc(N2CCN(C(=S)Nc3ccc(C)cc3C)CC2)cc1
    16	-1.0	-1	10	-13	9	9	-1	2
CC(C)NC(=O)C1Cc2c(-c3ccc(Cl)cc3)ccnc2O1 (stereo unspecified)
    7	.	1	-3	6	-1	13	-15	0

Source: PubChem BioAssay
